Assay outcomes (PubChem BioAssay)
PG9 Ab binder: binders of HIV-1 gp120 antibody PG9, primary screen, biochemical, TR-FRET; HIV-1 gp120 / PG9 antibody interaction; TR-FRET gp120-PG9 antibody binding; inhibition, % at 6.7 µM; 360,000 compounds, 0.43% hits; AID 624416, 2012; in the data active means inhibition above about 8.5%
mABHD4 FP: ABHD4 inhibitors, primary screen, biochemical, fluorescence polarization, mouse; inhibition, % at 8.92 µM; AID 720543, 2013; 370,000 compounds, 0.54% hits; purified mABHD4, FP-Rh probe fluorescence polarization;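 active means inhibition exceeding the mean over every tested compound plus 3 SD, cut at about 30% in these data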;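 further: 0% = plate median of compound wells and 100% = S159A mutant with DMSO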
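Assay system: wild-type mouse ABHD4 protein; compound: single nominal dose of 8.92 µM, 0.89% DMSO final; schedule: 45 min + 60 min at 25 °C; measured by: FP readout, ex 525 nm / em 598 nm; evaluation: % inhibition of FP-Rh probe binding versus controls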
TDP2 absorb: human TDP2 enzyme inhibitors, primary screen, biochemical, epi absorbance, recombinant enzyme; T5PNP hydrolysis, p-nitrophenol absorbance 415 nm; inhibition, % at 12.8 µM; AID 720702, 2013; Tyrosyl-DNA phosphodiesterase 2 (Homo sapiens), O95551; 370,000 compounds, 0.34% hits;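 active means inhibition above the mean of all tested compounds plus 3 SD, set per campaign, cut at about 25% in these data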;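 further: 0% = DMSO with enzyme and 100% = buffer with substrate but no TDP2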
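Assay system: Recombinant human TDP2 | Quantity: 120 nM TDP2 per well | Incubation: 2 h at 37 °C | Signal: Epi absorbance | Evaluation: Percent inhibition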
rCAG binder: binders of r(CAG) RNA repeats, primary screen, biochemical, fluorescence; inhibition, % at 3 µM; r(CAG) RNA repeat, TO-PRO-1 dye displacement fluorescence; 370,000 compounds, 1.3% hits;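 active means inhibition above the plate cutoff, the mean of all test compounds on that plate plus 3 SD, cut at about 35% in these data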;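 further: 0% = DMSO alone and 100% = 100 µM mitoxantrone as full dye displacement; higher means more dye released from RNA so lower well fluorescence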
LEDGF integ inh: blockers of LEDGF/p75-dependent integrase strand transfer – biochemical, TR-FRET, high throughput, primary screen; HIV-1 integrase (with human LEDGF/p75); inhibition, % at 3.7 µM; TR-FRET IN-LEDGF/p75 DNA integration, Eu/Cy5; AID 743269, 2014; 370,000 compounds, 0.64% hits;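 active means inhibition above the screen-wide mean plus 3 SD, cut at about 13% in these data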;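 further: signal is the Cy5 over europium emission ratio at 671 and 618 nm; 0% = plate median of compound wells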
PRMT1 FP inh: PRMT1 methyltransferase inhibitors, primary screen, biochemical, fluorescence polarization; inhibition, % at 2.79 µM; 370,000 compounds, 1.3% hits; recombinant PRMT1, activity-based probe fluorescence polarization;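 active means inhibition above about 21% made by adding two undisclosed values, limit read from the data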
Rev-erbA mod: modulators of Rev-erb alpha DNA binding, primary screen, biochemical, FITC-DNA, fluorescence polarization, uHTS | Rev-erbα–FITC-DNA binding, 90 min | activity, % at 10 µM | 370,000 compounds, 0.79% hits;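 active means activity above about 14%, limit read from the data; passing the limit was not always enough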;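 further: 0% = DMSO wells with 35 nM protein and 100% = DMSO wells with 750 nM protein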
Target sequence (P20393 whole entry, looked up): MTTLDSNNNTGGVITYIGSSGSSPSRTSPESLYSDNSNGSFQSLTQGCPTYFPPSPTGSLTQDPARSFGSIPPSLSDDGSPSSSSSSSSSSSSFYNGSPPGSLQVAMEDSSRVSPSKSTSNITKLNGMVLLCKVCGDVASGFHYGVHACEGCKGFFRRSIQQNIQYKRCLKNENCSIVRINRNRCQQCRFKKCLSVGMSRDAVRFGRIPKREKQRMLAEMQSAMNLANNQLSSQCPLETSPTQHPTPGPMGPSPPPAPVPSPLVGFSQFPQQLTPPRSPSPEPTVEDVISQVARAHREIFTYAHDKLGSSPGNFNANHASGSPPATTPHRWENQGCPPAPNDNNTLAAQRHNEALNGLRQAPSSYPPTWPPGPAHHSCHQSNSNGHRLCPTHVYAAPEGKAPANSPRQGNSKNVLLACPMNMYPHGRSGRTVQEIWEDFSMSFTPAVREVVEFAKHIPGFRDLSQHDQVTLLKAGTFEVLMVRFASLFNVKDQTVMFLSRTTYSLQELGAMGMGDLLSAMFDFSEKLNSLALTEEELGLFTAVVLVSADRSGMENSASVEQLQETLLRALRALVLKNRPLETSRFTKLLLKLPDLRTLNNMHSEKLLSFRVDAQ
SIAE inh: human SIAE inhibitors, primary screen, biochemical, fluorescence polarization, FP-Rh probe, 1536-well HTS. Sialate O-acetylesterase (Homo sapiens), Q9HAT2. SIAE FP-Rh probe binding. inhibition, % at 9.66 µM. 370,000 compounds, 0.69% hits. AID 1053197, 2014;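 active means inhibition above a cutoff: mean of compounds within the control limits plus 3 SD of those, cut at about 17% in these data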;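 further: 0% = plate median of compound wells and 100% = probe without SIAE protein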
TCR-CD3 inh: inhibitors of human TCR-CD3 interaction, primary screen, biochemical, fluorescence, TAMRA-labeled TCR probe; T-cell receptor (TCR); inhibition, % at 9.4 µM; 360,000 compounds, 0.37% hits; in the data active means inhibition above about 19%;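 further: recombinant mutant TCR 2C K166C tagged with TAMRA read by polarization; 0% = receptor in buffer alone and 100% = receptor with positive control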
HTRA1 inhibitor: HTRA1 serine protease inhibitors, primary screen, biochemical, fluorescence polarization, HTS; inhibition, % at 5.96 µM; AID 504803, 2011; 340,000 compounds, 0.5% hits; recombinant HTRA1, FP-rhodamine activity-based probe; in the data active means inhibition above about 36%;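 further: 0% = enzyme with DMSO and 100% = wells lacking enzyme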
Target sequence (Q92743 whole entry, looked up): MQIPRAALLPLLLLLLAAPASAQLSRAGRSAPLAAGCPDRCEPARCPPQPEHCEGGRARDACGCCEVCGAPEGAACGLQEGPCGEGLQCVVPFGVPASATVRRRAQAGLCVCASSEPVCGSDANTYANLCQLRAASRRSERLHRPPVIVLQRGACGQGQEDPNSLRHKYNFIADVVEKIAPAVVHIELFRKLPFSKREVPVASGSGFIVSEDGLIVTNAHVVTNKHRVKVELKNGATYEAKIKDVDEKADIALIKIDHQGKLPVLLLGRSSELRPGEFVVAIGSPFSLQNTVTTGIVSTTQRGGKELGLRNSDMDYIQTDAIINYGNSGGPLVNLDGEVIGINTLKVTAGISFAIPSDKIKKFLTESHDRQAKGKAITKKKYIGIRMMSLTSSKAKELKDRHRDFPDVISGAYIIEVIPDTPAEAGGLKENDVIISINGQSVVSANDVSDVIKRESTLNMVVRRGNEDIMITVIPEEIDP
* hit, by the source's call; x = not tested or not shown; & = joins results of further samples. Some of the compounds tested, so the mix of outcomes need not match the whole.

Every second line gives: PG9 Ab binder	mABHD4 FP	TDP2 absorb	rCAG binder	LEDGF integ inh	PRMT1 FP inh	Rev-erbA mod	SIAE inh	TCR-CD3 inh	HTRA1 inhibitor
> C=C1[C@@H](C)C2[C@H](Cc3ccccc3)NC(=O)[C@]23[C@H](OC(C)=O)/C=C/[C@@](C)(O)C(=O)[C@@H](C)C/C=C/[C@H]3[C@@H]1O (stereo not given in full)
    x	-1	-9	-1	4	-6	-6	-2	x	x
> Cc1cccc(OP(=O)(Nc2ccc(F)cc2)Oc2cccc(C)c2)c1
    0.3	-17	-18	-2	-5	-1	2	-8	0	-78
> CCCn1nc2ccccc2c1P(=O)(N1CCOCC1)N1CCOCC1
    0.3	0	5	-4	-1	-4	4	-2	2	0
> Cc1cccc(OP(N)(=O)Oc2cccc(C)c2)c1
    -1.3	-1	11	-1	2	-6	10	13	0	-2
> O=c1[nH]c2ccccc2n1C1CCN(C(CCc2ccccc2)c2nnnn2-c2ccc3c(c2)OCCO3)CC1 (stereo not given)
    -1.7	-9	0	13	-2	1	1	-12	-6	x
> CCCC1CCCCC12C(=O)NC(=O)NC2=O (stereo not given)
    -0.5	1	-8	0	0	0	7	5	4	-1
> CCCN(CC1CC1)CC(O)c1ccccc1 (stereo not given)
    -2.9	10	23	2	2	-2	5	15	1	2
> O=C(c1ccc(C(F)(F)F)cc1)C1CCCN(Cc2ccc(CO)o2)C1 (stereo not given)
    0.4	1	-5	-9	-1	1	-1	-2	3	6
> CC(=O)N1c2ccccc2C(c2ccccc2)=NCC1C(=O)NC1CCCCC1 (stereo not given)
    x	-2	3	-1	2	5	5	-5	x	x
> Cc1ccc(NS(=O)(=O)c2ccc(OCC(=O)N3CCN(C)CC3)cc2)cc1
    -1.5	0	10	-3	4	-4	-2	-5	4	0
> CCCC(=O)N1c2ccc(Cl)cc2C(c2ccccc2)=NCC1C(=O)NC(C)(C)C (stereo not given)
    x	-1	-7	0	5	-3	-6	-4	x	x
> Cc1cccc(-n2c(-c3ccccc3)nc3ccccc3c2=O)n1
    -0.9	2	0	1	-7	3	-1	-2	1	0
> O=C(c1ccc(Cl)cc1)C1CCCN(Cc2cccc3ncccc23)C1 (stereo not given)
    0.4	-1	-3	-4	4	-2	12	-5	6	-17
> Fc1cccc(CNCCc2c[nH]c3ccccc23)c1
    1.7	7	3	0	-1	-1	-1	9	-5	8
> CCOP(=O)(OCC)C(NC(=O)C(Cl)Cl)C(Cl)(Cl)Cl (stereo not given)
    -0.5	-3	-2	-2	-4	-1	-6	0	-2	1
> C=CCn1c(O)c(C(CC)=NCCN2CCN(C(=S)NC)CC2)c(=O)[nH]c1=O
    -1.3	-1	-1	1	6	-3	-3	8	-6	9
> O=C(NCCN1CCC2(CC1)C(=O)NCN2c1ccccc1)c1ccc(Cl)c(Cl)c1
    -2.5	18	2	2	2	-3	6	4	1	x
> C[Se]C[C@@H](N)C(=O)O
    1.8	1	-17	5	2	9	2	4	4	4
> CC1=C2CCC3C(CCC4=CC(=O)CCC43C)C2CC1 (stereo not given)
    -1.6	-1	-5	0	1	1	9	-3	0	-5
> O=S(=O)(c1ccc(Cl)cc1)N1CC1c1ccccc1 (stereo not given)
    -0.5	0	5	0	-1	-2	6	-6	2	-18

Two compounds picked at random from the list so far, as already listed:
Every second line gives: PG9 Ab binder	mABHD4 FP	TDP2 absorb	rCAG binder	LEDGF integ inh	PRMT1 FP inh	Rev-erbA mod	SIAE inh	TCR-CD3 inh	HTRA1 inhibitor
> CC1=C2CCC3C(CCC4=CC(=O)CCC43C)C2CC1 (stereo not given)
    -1.6	-1	-5	0	1	1	9	-3	0	-5
> CC(=O)N1c2ccccc2C(c2ccccc2)=NCC1C(=O)NC1CCCCC1 (stereo not given)
    x	-2	3	-1	2	5	5	-5	x	x

Next section:
Every second line gives: PG9 Ab binder	mABHD4 FP	TDP2 absorb	rCAG binder	LEDGF integ inh	PRMT1 FP inh	Rev-erbA mod	SIAE inh	TCR-CD3 inh	HTRA1 inhibitor
> CCN1CCN(c2ccc(N)cc2C)CC1
    -0.2	5	-12	-1	-4	-1	0	9	-1	14
> O=C(O)C1C2c3ccccc3C(c3ccccc32)C1C(=O)Nc1ccccc1 (stereo not given)
    0.3	4	-4	8	-3	-2	-2	-6	6	0
> CCC1CN(C)CCC1(OC(C)=O)c1ccccc1 (stereo not given)
    0.0	3	-2	-2	-4	2	-2	2	-1	2
> CC(=NCCO)c1c(O)n(C2CCCCC2)c(=O)[nH]c1=O
    -1.4	-5	9	0	1	2	2	0	-3	-4
> O=C(COC(=O)Cc1ccccc1)Nc1ccc(F)cc1
    0.8	3	-4	-5	-3	-1	-6	3	4	3
> CC1C(c2cccs2)=[N+]([O-])C(C)(C(=O)c2ccc(F)cc2)N1O (stereo not given)
    -2.6	5	11	1	1	0	2	-1	0	-1
> COc1cccc(C(c2nnnn2C2CCCCC2)N2CCC3(CC2)C(=O)NCN3c2ccccc2)c1OC (stereo not given)
    -0.4	-3	-2	7	0	-1	-1	-2	0	x
> CCCCC/C(=N\O)c1c[nH]c2ccccc12
    -1.3	-3	0	2	1	1	5	7	-8	6
> COOCC1(C(=O)OC)C[C@H](c2ccc(OC)cc2)N(Cc2ccccc2OC)[C@@H]1c1ccccc1C (stereo not given in full)
    -2.7	1	-10	5	2	-3	-4	-2	1	x
> Cc1ccc(N2C(=O)NC(=O)/C(=C\c3cc(C)n(-c4ccc(C(=O)O)cc4)c3C)C2=O)cc1
    -3.1	-4	6	12	2	0	-7	-5	-10	-6
> CCc1ccccc1NC(=O)CN1CCN(C(=O)COc2ccccc2C#N)CC1
    -2.5	2	4	-1	1	-2	-6	-10	-5	-4
> CC(=O)N1CCC2(CC1)CC(=O)c1cc(OCC(=O)N3CCC4(CC3)OCCO4)ccc1O2
    1.0	4	7	-7	1	1	-6	10	5	0
> FC(F)(F)c1ccc(CNCCc2ccc3c(c2)OCO3)cc1
    -0.1	7	-19	-4	11	-7	7	-3	-3	10
> O=c1c2ccccc2nc(-c2ccco2)n1-c1ccc(Br)cn1
    -3.0	4	-7	-4	1	-2	-5	5	4	-4
> CN(C)c1cccc(CN2CCN(c3ccccc3)CC2)c1
    -1.8	4	10	1	-5	3	1	3	-7	x
> O=C(Nc1ccc(F)cc1)c1c(O)c2c(n(Cc3ccccc3)c1=O)CCCC2
    -2.4	-8	11	1	-1	-4	-1	1	-5	-1
> S=C(c1ccc(Cl)cc1)N1CCOCC1
    -1.9	-2	-9	-3	-1	0	-4	6	7	-4
> COc1ccc(CC(=O)N2C[C@H]3C[C@@H](C2)c2cccc(=O)n2C3)cc1
    -1.4	-1	2	2	-3	-3	4	-4	1	4
> O=c1[nH]c(O)c(C=Nc2cc(F)cc(F)c2)c(=O)[nH]1
    -2.3	3	5	-2	3	4	-4	3	-4	-4
> COc1ccc(CC2c3cc(OC)c(OC)cc3CCN2C)cc1O (stereo not given)
    -2.4	4	0	9	2	-2	7	2	1	2
> O=c1[nH]c(O)c(Cc2ccc3c(c2)OCO3)c(=O)[nH]1
    0.4	9	2	-4	-10	7	-6	1	-1	1
> O=C(c1ccc(F)cc1)C(Cc1ccccc1)N1CCCCC1 (stereo not given)
    -1.6	5	-5	-1	-4	5	0	-11	-4	-2
> O=c1[nH]c(O)c(C=NC2CCCCC2)c(=O)[nH]1
    -1.7	-5	17	-1	0	0	-5	0	3	5
> O=C(NC1(C(F)(F)F)Oc2ccc(Cl)cc2O1)N1CCC2(CC1)OCCO2 (stereo not given)
    0.0	10	4	-1	-5	2	1	7	-1	25
> O=P(NS(=O)(=O)c1ccc(Cl)cc1)(Oc1ccccc1)Oc1ccccc1
    -2.2	2	5	62*	0	0	-1	-4	1	-9
> Cc1cc(OC(C)C(=O)NCc2ccncc2)c2c3c(c(=O)oc2c1)CCCC3 (stereo not given)
    1.8	-3	-3	-1	2	5	4	4	-4	2
> C=CCC1(CCCCC)C(=O)NC(=S)NC1=O
    -0.1	3	4	0	-2	1	3	13	3	3
> Cc1ccc(-n2c(O)c(/C=C/C=Nc3ccccc3)c(=O)[nH]c2=O)cc1
    -2.8	-17	1	-22	3	-27	3	-15	-11	-7
> CC1CCCCN1Cc1ccc(Cl)nc1 (stereo not given)
    -3.3	-8	-20	1	5	-3	5	-1	-7	2
> CN1CCN(CCC(=O)OC2CC3CCC(C2)N3C)CC1 (stereo not given)
    0.1	6	10	0	-2	1	1	-2	1	6
> C=CCn1c(O)c(C(C)=Nc2ccc(C(=O)OCC)cc2)c(=O)[nH]c1=O
    2.4	0	6	2	-1	5	2	2	0	7
> CC(CCc1ccccc1)NC(C)C(O)c1ccc(O)cc1 (stereo not given)
    -1.7	8	0	2	-2	4	-5&-2	0	-6	4
> OC(CN1CC=C(c2ccccc2)CC1)c1ccccc1 (stereo not given)
    -3.1	2	0	7	5	0	2	0	1	0
> CN(C)C(=O)Oc1ccc(Cl)c2ccccc12
    1.7	-10	-15	1	4	-4	6	-2	-3	3
> O=C1NC(=O)N(c2ccc3c(c2)OCO3)C(=O)/C1=C/c1ccc(N2CCCC2)o1
    -3.4	-14	5	-39	0	-20	7	-11	-4	5
> Cc1cc(N2CCNC[C@H]2C)ccc1N1CCN[C@@H](C)C1
    -2.5	-3	-5	3	3	-6	1	-2	3	x
> COc1ccccc1N1CCN(Cc2c(F)cccc2Cl)CC1
    -0.5	-9	-5	-4	-1	3	-1	8	1	1
> CC12CN3CC(C)(CN(C1)P3(=O)Oc1ccccc1)C2=O (stereo not given)
    -1.8	-2	5	-3	1	1	-1	-2	5	2
> CCc1ccc(CN2CCN(C(=O)Cc3ccccc3)CC2)cc1
    0.7	11	3	-10	3	3	2	8	7	-3
> C[N+]12CCC(CC1)C(C#N)(N1CCOCC1)C2 (stereo not given)
    -3.4	3	2	-1	2	-3	-3	0	-3	6
> CCOC(=O)c1ccc(N2C(=O)CC(N3CCC(C#N)(c4ccccc4)CC3)C2=O)cc1 (stereo not given)
    -1.1	3	5	-6	2	3	2	-4	2	-11
> O=C(c1cccn2c(=O)c3ccccc3nc12)N1CCC2(CC1)OCCO2
    3.2	-3	-4	0	-1	3	-3	-2	-6	6
> COC(=O)C1=C(c2ccc(S(C)(=O)=O)cc2)C[C@@H]2CC[C@H]1N2C(=O)NC1CC1
    0.9	4	1	1	0	2	0	3	4	-2

Single values from above:
`CCc1ccccc1NC(=O)CN1CCN(C(=O)COc2ccccc2C#N)CC1` @ TCR-CD3 inh = -5
`O=C(c1cccn2c(=O)c3ccccc3nc12)N1CCC2(CC1)OCCO2` @ HTRA1 inhibitor = 6
`CC(=O)N1CCC2(CC1)CC(=O)c1cc(OCC(=O)N3CCC4(CC3)OCCO4)ccc1O2` @ TCR-CD3 inh = 5
